Screening data deposited in PubChem by several laboratories.
TROY NFkB inh: blocks TROY-dependent signaling in reporter cells | Q293 LMP1-TROYcd NF-kB luciferase reporter, 4 h | inhibition, % at 10 µM | hit rate 0.98% among 360,000;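 active = compounds whose plate-normalised and pattern-corrected inhibition of the luciferase reporter signal at the single screening dose is 50% or more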
SRC2 inh: inhibits human steroid receptor coactivator 2 | HEK293 GAL4-SRC2 luciferase reporter, luminescence | inhibition, % at 9 µM | hit rate 0.17% among 370,000 | Q15596 | AID 651957;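 active = inhibition above the mean inhibition of all tested compounds plus 3 SD, set per campaign, cut at about 52% in these data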;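 also: 0% = DMSO treated cells and 100% = cells given Gossypol at 36 µM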
Target sequence (Q15596 whole entry, looked up, the tested form may be a part): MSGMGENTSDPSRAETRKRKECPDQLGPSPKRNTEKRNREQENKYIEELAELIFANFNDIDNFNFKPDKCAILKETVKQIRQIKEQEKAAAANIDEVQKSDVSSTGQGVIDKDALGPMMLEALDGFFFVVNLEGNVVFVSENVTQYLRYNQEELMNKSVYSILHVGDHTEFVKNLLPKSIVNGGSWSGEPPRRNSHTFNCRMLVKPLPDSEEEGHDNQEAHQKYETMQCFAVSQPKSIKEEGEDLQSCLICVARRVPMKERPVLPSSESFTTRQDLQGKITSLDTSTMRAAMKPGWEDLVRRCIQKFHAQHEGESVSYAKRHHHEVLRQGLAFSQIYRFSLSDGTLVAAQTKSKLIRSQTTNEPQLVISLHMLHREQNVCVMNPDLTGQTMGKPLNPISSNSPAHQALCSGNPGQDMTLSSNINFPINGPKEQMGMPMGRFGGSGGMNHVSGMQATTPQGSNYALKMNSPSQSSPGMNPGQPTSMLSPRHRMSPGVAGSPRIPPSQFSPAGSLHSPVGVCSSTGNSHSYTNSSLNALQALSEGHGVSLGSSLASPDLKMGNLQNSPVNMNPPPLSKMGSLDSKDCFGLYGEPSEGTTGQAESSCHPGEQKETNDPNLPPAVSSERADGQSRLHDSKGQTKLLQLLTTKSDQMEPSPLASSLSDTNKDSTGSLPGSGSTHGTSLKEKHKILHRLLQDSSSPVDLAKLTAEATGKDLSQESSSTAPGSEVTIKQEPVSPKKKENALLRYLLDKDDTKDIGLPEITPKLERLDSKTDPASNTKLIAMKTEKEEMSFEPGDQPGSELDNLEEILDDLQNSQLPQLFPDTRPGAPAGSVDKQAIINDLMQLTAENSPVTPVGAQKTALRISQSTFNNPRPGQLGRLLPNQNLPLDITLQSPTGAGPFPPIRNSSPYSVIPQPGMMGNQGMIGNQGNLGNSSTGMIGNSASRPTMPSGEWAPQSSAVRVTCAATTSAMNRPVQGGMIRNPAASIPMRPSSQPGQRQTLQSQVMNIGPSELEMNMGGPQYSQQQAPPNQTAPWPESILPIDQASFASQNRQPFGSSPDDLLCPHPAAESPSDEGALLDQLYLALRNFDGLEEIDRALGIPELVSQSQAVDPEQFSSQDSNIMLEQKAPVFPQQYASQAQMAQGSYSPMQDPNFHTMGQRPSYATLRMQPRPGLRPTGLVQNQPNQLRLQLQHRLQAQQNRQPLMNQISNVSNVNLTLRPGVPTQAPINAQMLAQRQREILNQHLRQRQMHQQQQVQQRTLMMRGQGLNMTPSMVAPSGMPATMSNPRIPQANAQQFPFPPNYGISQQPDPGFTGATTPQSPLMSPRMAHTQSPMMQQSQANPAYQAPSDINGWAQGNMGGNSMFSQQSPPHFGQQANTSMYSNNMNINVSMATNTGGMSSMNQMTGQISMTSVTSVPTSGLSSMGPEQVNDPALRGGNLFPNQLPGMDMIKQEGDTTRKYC
NCOA3 inh: inhibits human SRC3 coactivator. hit rate 0.17% among 360,000. Q9Y6Q9. HEK293 GAL4-SRC3 luciferase reporter, luminescence. inhibition, % at 3.6 µM;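 active = inhibition above a per-campaign cutoff, the mean of all compounds plus 3 SD, cut at about 60% in these data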;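 also: 0% = DMSO-treated cells and 100% = gossypol-treated cells at 36 µM; higher means less SRC3-driven luciferase light from the GAL4 reporter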
LRH-1 inv ag: NR5A2 inverse agonism in reporter assay | inhibition, % at 3.6 µM | HEK293T StAR-luciferase reporter, LRH-1 transfected, 24 h | hit rate 0.13% among 360,000 | O00482 | AID 602396;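 active = inhibition above the mean inhibition of all tested compounds plus 3 SD, cut at about 73% in these data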;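 also: 0% = DMSO wells and 100% = reporter-only cells lacking LRH-1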
TWEAK Fn14 block: TWEAK-Fn14 signaling inhibition. TWEAK-stimulated Fn14 reporter cells, luciferase luminescence, 8 h. inhibition, % at 10 µM. hit rate 2% among 360,000. AID 1159606; in the data active = inhibition above about 50%
EBV LMP1 NFkB: Epstein-Barr LMP1 NF-kappaB reporter inhibition | hit rate 0.69% among 350,000 | inhibition, % at 12.5 µM | LMP1-induced NF-kappaB luciferase reporter cells, luminescence; in the data active = inhibition above about 41%;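 also: 0% = neutral control wells and 100% = reference inhibitor control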
KKLEB cytotox: CF airway cell cytotoxicity counter-screen; AID 602141; activity change (cytotoxicity), % at 5 µM; hit rate 0.36% among 360,000; KKLEB CF airway cells viability, ATPlite luminescence, overnight; stronger effect = lower value; cells stimulated with P. aeruginosa culture filtrate;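 active = corrected activity change at or below -50% at 5 µM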
CF NFkB block: inhibitors of cystic fibrosis induced NF-kB. KKLEB NF-kB-GFP reporter, PAF-induced, GFP fluorescence overnight. inhibition, % at 5 µM. hit rate 0.86% among 360,000;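 active = at least 50% inhibition at 5 µM, scaled per plate between neutral and stimulator controls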;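 also: PAF is a Pseudomonas aeruginosa culture filtrate used as stimulus; plate controls were PAF-stimulated DMSO wells for no effect and unstimulated DMSO wells for full effect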
C8 TRAIL sens: sensitizes caspase-8 expressing cells to TRAIL; hit rate 1% among 360,000; NB7+C8 cells + TRAIL, ATPlite viability luminescence; inhibition (viability loss, TRAIL sensitization), % at 10 µM;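 active = compounds causing at least 50% loss of cell viability in the single-dose screen, relative to plate controls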
NCOA1 inh: inhibitors of human steroid receptor coactivator 1 (SRC1). Q15788. HEK293 GAL4-SRC1 luciferase reporter, luminescence. inhibition, % at 3.6 µM. hit rate 0.12% among 360,000. AID 588354;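 active = inhibition above the campaign mean plus 3 SD, with each screening campaign given its own cutoff, cut at about 60% in these data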;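 also: 0% = DMSO treated cells and 100% = gossypol at 36 µM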
COUP-TFII inh: inhibitors of human COUP-TFII (NR2F2) | P24468 | HEK293T NGFI-A luciferase reporter, luminescence | inhibition, % at 8.6 µM | hit rate 0.7% among 370,000 | AID 686940;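 active = inhibition above a per-plate cutoff, mean inhibition of test wells between control levels plus 3 SD, cut at about 38% in these data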;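 also: cells cotransfected with COUP-TFII expression vector driving the NGFI-A reporter; 0% = median of COUP-TF2 test wells and 100% = reporter-only cells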
Active calls of the source: *; / = no result given.

structure,TROY NFkB inh,SRC2 inh,NCOA3 inh,LRH-1 inv ag,TWEAK Fn14 block,EBV LMP1 NFkB,KKLEB cytotox,CF NFkB block,C8 TRAIL sens,NCOA1 inh,COUP-TFII inh
N#C/C(=C\c1cn(Cc2ccccc2)c2ccccc12)C(=O)NCc1ccco1,0,-11,-9,-37,-85,-15,-3,-28,20,6,5
CCCC(=O)Nc1nn(CCC)c2nc3ccccc3cc12,13,-25,-10,11,2,-7,1,14,-3,-25,-12
Cc1ccc(-c2cc(C(=O)Nc3cc(C)ccc3O)no2)cc1,-26,-1,-21,4,-44,-23,-8,14,37,-1,-6
CC(OC(=O)C1CCN(S(=O)(=O)c2ccccc2C(F)(F)F)CC1)C(=O)N(C)Cc1ccccc1 (centres undefined),5,-9,-2,6,15,3,2,2,6,15,1
CCCOc1ccc(C(=O)N2CCCC2C(=O)O)cc1 (centres undefined),2,-4,19,-5,-10,-10,-3,-10,-7,-20,-9
Cc1ccc(S(=O)(=O)N(C)C)cc1NC(=O)COC(=O)c1sc2cc(Cl)ccc2c1Cl,-4,7,2,6,-16,-10,-5,-12,-4,10,20
O=C(Oc1ccc2c(c1)OCC2=O)c1ccccc1,-32,-36,7,6,11,-2,6,9,14,-18,-17
CCNC(=S)N/N=C1\CCCCc2ccccc21,1,23,8,0,13,2,-8,12,-9,-8,-6
Cc1nc(N2CCC3(CC2)OCCO3)c2nnn(Cc3ccccc3F)c2n1,-32,4,-10,-25,-3,-14,-13,3,2,-28,0
CCS(=O)(=O)N1CCCC(C(=O)NC2CCCCC2)C1 (centres undefined),7,-10,17,11,18,-5,-2,6,-5,-3,-4
CN(C)c1ccc(/C=N/NC(=O)c2nnn(-c3nonc3N)c2CN2CCCCCC2)cc1,1,8,-3,6,-19,-3,8,-4,-7,-2,-6
COc1ccc(NC(=O)CC2C(=O)N(Cc3ccccc3)C(=S)N2CCN2CCOCC2)cc1 (centres undefined),-14,-29,15,-1,37,-11,-7,-19,-6,1,-2
CCc1ccc(OCC(=O)NCCc2ccc3c(c2)OCCO3)cc1,-7,-11,-1,5,10,1,26,-40,29,-11,14
CCOC(=O)c1c(-c2ccc(C)o2)csc1NC(=O)CSc1nncs1,-9,6,0,-13,12,2,-21,12,-28,5,13
CCOc1cc(NC2CS(=O)(=O)CC2O)c(OCC)cc1NC(=O)c1ccccc1 (centres undefined),47,0,3,8,46,0,0,13,51*,-14,1

Further results
structure,TROY NFkB inh,SRC2 inh,NCOA3 inh,LRH-1 inv ag,TWEAK Fn14 block,EBV LMP1 NFkB,KKLEB cytotox,CF NFkB block,C8 TRAIL sens,NCOA1 inh,COUP-TFII inh
CCCCN1C(=O)/C(=C/C=C2/C=Cc3ccccc3N2CC)SC1=S,17,12,18,-7,3,18,-47,33,17,-2,4
CC1=C(C(=O)NCc2ccccc2)C(c2cccnc2)n2ncnc2N1 (centres undefined),2,15,5,-29,2,-9,4,-5,-9,7,13
Cc1onc(-c2ccccc2)c1C(=O)N1CCN(Cc2ccccc2)CC1,3,-34,21,-25,6,-2,-8,26,3,6,3
COC(=O)CCCC1=CC2=CC(=O)C(C)(OC(=O)c3cccs3)C(=O)C2=CN1Cc1ccc2c(c1)OCO2 (centres undefined),10,-32,17,-7,-9,11,4,-20,-15,-37,6
CC(=O)Cc1cc(O)c2ccccc2c1OC(=O)c1ccc(Br)cc1,45,-10,19,4,7,12,-8,11,4,5,-1
Cc1ccc(C(=O)CSc2nnc(CNc3ccc(C)cc3C)n2Cc2ccco2)cc1,11,12,2,2,29,-6,1,17,3,-5,-4
COc1ccc(CNC(=S)NNC(=O)c2cc3ccccc3o2)cc1,-20,0,-1,10,11,-3,-1,0,12,2,-10
Cc1ccc(OCCCN(C)C)c(Br)c1,6,8,-1,-5,7,2,4,-5,-1,2,2
COc1ccc(Cl)cc1NC(=O)NCCCl,13,-25,14,4,-18,1,-18,-8,-2,7,6
COCCn1c(SCC(=O)NC2CCCC2)nnc1-c1ccncc1,-24,10,5,9,-6,-3,0,-6,-1,-10,-19
O=c1cc(/C=C/c2c(F)cccc2Cl)[nH]c2ccccc12,-29,-7,-35,-23,-1,-8,-26,-15,-9,-56,-11
CC(=O)N1c2ccc(S(=O)(=O)NCCC(=O)NC3CCCCCC3)cc2CC1C (centres undefined),5,3,16,5,-15,3,5,-22,-20,6,-5
COc1ccc(CNC(=O)c2cnn3c(C(F)F)cc(C)nc23)cc1OC,21,-5,13,16,-44,10,-4,2,-20,-1,26
CSC1=NCCN1C(=O)COc1ccccc1,-16,-2,-13,-12,-8,4,5,-6,1,8,-8
COc1ccc(CCN/C=C2/CC(=O)NC2=O)cc1OC,2,-4,3,-2,-2,-3,-13,8,-8,6,8

Molecules listed so far containing an aryl thioether with sulfur outside any ring:
structure,TROY NFkB inh,SRC2 inh,NCOA3 inh,LRH-1 inv ag,TWEAK Fn14 block,EBV LMP1 NFkB,KKLEB cytotox,CF NFkB block,C8 TRAIL sens,NCOA1 inh,COUP-TFII inh
CCOC(=O)c1c(-c2ccc(C)o2)csc1NC(=O)CSc1nncs1,-9,6,0,-13,12,2,-21,12,-28,5,13
Cc1ccc(C(=O)CSc2nnc(CNc3ccc(C)cc3C)n2Cc2ccco2)cc1,11,12,2,2,29,-6,1,17,3,-5,-4
COCCn1c(SCC(=O)NC2CCCC2)nnc1-c1ccncc1,-24,10,5,9,-6,-3,0,-6,-1,-10,-19

Sorted by number of heavy atoms (low to high): part of the list above
structure,TROY NFkB inh,SRC2 inh,NCOA3 inh,LRH-1 inv ag,TWEAK Fn14 block,EBV LMP1 NFkB,KKLEB cytotox,CF NFkB block,C8 TRAIL sens,NCOA1 inh,COUP-TFII inh
CSC1=NCCN1C(=O)COc1ccccc1,-16,-2,-13,-12,-8,4,5,-6,1,8,-8
O=c1cc(/C=C/c2c(F)cccc2Cl)[nH]c2ccccc12,-29,-7,-35,-23,-1,-8,-26,-15,-9,-56,-11
COc1ccc(CNC(=S)NNC(=O)c2cc3ccccc3o2)cc1,-20,0,-1,10,11,-3,-1,0,12,2,-10

Next part
structure,TROY NFkB inh,SRC2 inh,NCOA3 inh,LRH-1 inv ag,TWEAK Fn14 block,EBV LMP1 NFkB,KKLEB cytotox,CF NFkB block,C8 TRAIL sens,NCOA1 inh,COUP-TFII inh
O=C(NNC(=S)Nc1ccccc1)c1ccncc1,-23,-18,-19,-56,-30,0,-12,4,3,-48,-2
O=C(Nc1ccc(C(=O)N2CCN(c3ccccc3)CC2)cc1)C1=CSCCO1,-9,-22,-21,-6,3,1,0,10,-12,-13,9
Cn1c(SCC(=O)N2CCOCC2)nc2cccnc21,9,11,-1,-2,1,-8,5,-15,0,5,-6
CCc1ccc(N=C2NC(=O)CS2)cc1,-9,-4,1,12,0,-3,4,-2,-5,12,-3
CCn1c(=O)n(CC)c2cc(N3CCCC3)c(NC(=O)c3cc(Cl)ccc3OC)cc21,-22,18,20,-15,39,-13,-2,21,20,18,-16
CC[C@H](C)[C@H]1CNC(=S)N1CC1CCN(CCC23CC4CC(CC(C4)C2)C3)CC1,-9,18,1,3,6,7,8,-7,12,9,-14
COC(=O)CCCCCN1C(=O)/C(=C\c2ccncc2)SC1=S,-14,-9,12,-5,15,3,-4,15,8,-186,2
COc1cc(/C=C/C(=O)N(C)CC(=O)Nc2ccccc2Br)cc2c1OCCO2,19,-7,-8,6,-3,2,-3,-19,-8,-6,-1
CCOc1ccc(S(=O)(=O)Nc2cccc(C(=O)NCCCN3CCCC3=O)c2)cc1,8,9,16,-9,8,8,5,5,15,-8,18
Cc1ccc(-c2nc3ccc(Cl)cn3c2Cc2cccc(F)c2)cc1,-24,-63,-64,-122,-16,/,-32,2,13,-52,-37
COc1ccc2c(c1OC)C(=O)OC2n1c(O)c(N=NC(C)=O)c2ccccc21 (centres undefined),12,-12,9,-19,-4,4,2,-5,7,-16,10
Cc1nc2c(C(=O)N3CCOCC3)cnn2c(C)c1Cc1ccc(Cl)cc1,-6,1,10,-13,-13,-11,4,0,-3,-7,24
Cc1ccc(C(=O)NNC(=O)c2ccoc2C)s1,-14,-53,-3,-30,4,-2,-7,7,8,-21,-14
C=CCN(c1ccccc1)S(=O)(=O)c1cc2c(cc1C)NC(=O)CO2,-11,-14,-16,-1,4,-5,-13,3,0,-12,5
Cn1c(-c2ccsc2)c(-c2cccs2)c2cc(-c3ccc4cc[nH]c4c3)ccc21,6,-5,3,-18,-1,-12,10,4,2,-10,10

Additional entries follow.
Order of values: TROY NFkB inh	SRC2 inh	NCOA3 inh	LRH-1 inv ag	TWEAK Fn14 block	EBV LMP1 NFkB	KKLEB cytotox	CF NFkB block	C8 TRAIL sens	NCOA1 inh	COUP-TFII inh
COc1cc(C2C(C#N)=C(N)N(c3sc4c(c3C#N)CCCC4)C3=C2C(=O)CC(C)(C)C3)cc(OC)c1OC (centres undefined)
  30	/	-21	-1	15	16	6	-3	20	0	/
COc1ccc(OCC2CCNCC2)cc1
  16	-56	-40	-53	22	-19	-4	22	-7	-25	-27
O=C(Nc1ccc(OCC(=O)N2CCOCC2)cc1)c1ccccc1F
  -5	-21	-21	-18	16	4	-16	4	61*	-42	-25
CCCOc1ccc(N2C(=O)CC(N3CCN(c4ccccc4F)CC3)C2=O)cc1 (centres undefined)
  17	16	6	13	-4	4	5	8	4	6	3
O=C(NCc1ccco1)c1ccc(S(=O)(=O)N2CCCCC2)cc1
  6	8	8	-5	0	-9	-1	13	-6	3	6
CCN(CC)C(=O)C1=C(C)N(CCC2=CCCCC2)C(=O)C(CC(=O)NC(c2ccccc2)c2ccccc2)C1 (centres undefined)
  1	-1	-1	-21	-24	8	2	-2	3	8	2
CN=C(c1ccc(C)cc1)n1c(=S)nc(-c2ccc(C)cc2)n(C)c1=S
  -47	-46	-32	-28	-16	-22	9	-6	10	-43	-37
CCOc1ccc(OCC(=O)Nc2cc3c(cc2C(=O)O)OCCCO3)cc1
  0	12	5	-1	-6	1	2	1	-4	-22	10
O=C(NCc1ccc2c(c1)OCO2)c1cccc(N2CCCC2=O)c1
  13	-6	-22	14	0	1	2	-14	7	-18	14
O=C(NCC1COc2ccccc2O1)c1ccc(Cl)c(S(=O)(=O)N2CCOCC2)c1 (centres undefined)
  -6	12	1	-3	-4	2	17	-2	-10	-10	13
